Source: PubChem BioAssay (National Center for Advancing Translational Sciences (NCATS))
PI4K2A block – PI4K2A (human) kinase inhibition. Q9BTU6. purified PI4K2A, ADP-Glo luminescence, 1 h; active compounds read low. activity change, negative = inhibition, % at 76.9 µM. 0.13% of 420,000 active; in the data active = activity change below about -50%; inconclusive = mostly about -30% to -49%;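 note: -100% = wells without enzyme as full effect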
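PI4K2A activity was measured by ADP-Glo luminescence: enzyme (4 ug/mL stock) and phosphatidylinositol (1.2 mM stock) in Tris pH 7.5/MgCl2/EGTA/Triton X-100 buffer were reacted with ATP (300 microM stock) for one hour at ambient temperature.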
PGK inhibitor – blocks T. brucei phosphoglycerate kinase; Potency, µM (doses to about 57.5 µM), without a hit: at the top dose activity change, negative = inhibition, usual class: inhibitors; AID 602233; P07378; PGK/GAPDH coupled, Kinase-Glo luminescence, 60 min; 0.043% of 380,000 active; note: potency is the fitted concentration of half-maximal effect; % is set by controls: 0 for no effect and ±100 for the full control effect; nearly all actives have a fitted effect of over 60% in size
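Recombinant glycosomal PGK reaction used 1,3-bisphosphoglycerate generated in-well by GAPDH (100nM final) in 100mM TEA pH 7.6, 5mM MgCl2, 0.01% Tween-20. After 60 minutes at room temperature, ATP was read by Kinase-Glo Plus luminescence end-point.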
BAZ2B inh – inhibitors of human BAZ2B bromodomain; Q9UIF8; AlphaScreen BAZ2B-H3K14Ac peptide displacement; Potency, µM (doses to about 114 µM), inactives show at the highest dose activity change, negative = inhibition, most hits filed as inhibitors; 4.4% of 360,000 active; AID 504333; note: potency is the fitted concentration of half-maximal effect; % is set by controls: 0 for no effect and ±100 for the full control effect; nearly all actives have a fitted effect of over 60% in size
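Compounds, titrated to a top concentration of 110 uM, were incubated 30 min at room temperature with preformed BAZ2B/acetyl-K14 H3 peptide complex (50 nM each). Proximity signal was measured by AlphaScreen after 20 min with beads.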
JMJD2A Tudor inh – blocks the human JMJD2A Tudor domain | O75164 | AlphaScreen JMJD2A-Tudor / H3K4me3 peptide binding | Potency, µM (series often up to 114 µM), inactives show at the top dose activity change, negative = inhibition, actives largely listed as inhibitors | 4.4% of 390,000 active | AID 504339; note: potency is the fitted concentration of half-maximal effect; % is set by controls: 0 for no effect and ±100 for the full control effect; nearly all actives have a fitted effect of over 50% in size
ERG Ets-DNA blk – inhibitors of human ERG Ets domain-DNA interaction; P11308; fluorescence polarization, His-ERG Ets domain / labelled DNA; Potency, µM (titrated, usually from 76.9 µM), inactives show at the top dose FP activity, negative = inhibition, actives largely listed as inhibitors; 0.028% of 370,000 active; active = well fitted inhibition curve with a large enough effect in the polarisation, with a control signal flat; inconclusive = small, poorly fitted or top-dose-only effect, or effect the other way, or a change in a side signal; inactive = no such curve, though single readings can be large or run the other way; the % refers to the polarisation;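 note: polarization taken with two DNA probes labelled with fluorescein and Texas red; potency is the fitted concentration of half-maximal effect; % of control where 0% means no effect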
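His-tagged ERG Ets domain (1 uM in the protein solution; 300mM KCl, 50mM Tris-HCl, 1mM EDTA, 1mM DTT, pH 7.5) received compound, then a probe mix of 5 nM fluorescein-DNA and 100nM Texas-615-DNA. Fluorescence polarization was read for both dyes.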
Pin1 inhibitor – blocks the human prolyl isomerase Pin1; Q13526; Pin1 FP peptide displacement, HiFluor488, 10 min; Potency, µM (doses to about 115 µM), for inactives: at the highest dose activity, negative = inhibition, most hits filed as inhibitors; 0.009% of 390,000 active; AID 504891; active = well fitted inhibition curve with a large enough effect in the polarisation, with a control signal flat, not every such curve was filed as active; inconclusive = small, poorly fitted or top-dose-only effect, or effect the other way, or a change in a side signal; inactive = no such curve, though single readings can be large or run the other way; the % refers to the polarisation; note: potency is the fitted concentration of half-maximal effect; % is set by controls: 0 for no effect and ±100 for the full control effect
Target sequence (Q13526 whole entry, looked up): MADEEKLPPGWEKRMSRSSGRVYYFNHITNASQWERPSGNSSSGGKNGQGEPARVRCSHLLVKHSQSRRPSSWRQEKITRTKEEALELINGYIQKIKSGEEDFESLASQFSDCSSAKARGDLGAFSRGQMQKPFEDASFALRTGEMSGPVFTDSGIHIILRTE
G9a block – inhibitors of human histone lysine methyltransferase G9a | G9a H3K9 monomethylation, AlphaScreen, 2 h | Potency, µM (highest dose often 102 µM), for inactives: at the top dose activity, negative = inhibition, usual class: inhibitors | 8.8% of 350,000 active | AID 504332 | Q96KQ7; note: potency is the fitted concentration of half-maximal effect; % is set by controls: 0 for no effect and ±100 for the full control effect; nearly all actives have a fitted effect of over 75% in size
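Chemiluminescent proximity detection of H3K9 monomethylation, read after 10 min bead incubation in the dark. Reaction: 20 nM G9a, 500 nM biotin-H3K9 peptide, 20 uM SAM cofactor, 2 h, room temperature, following 15 min enzyme-compound preincubation.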
HP1b binding inh – inhibitors of HP1-beta chromodomain binding to methylated histone tails; AlphaScreen HP1-beta / biotin-H3K9me3 peptide binding; Potency, µM (top dose mostly 114 µM), for the others: at the highest dose activity change, negative = inhibition, most hits filed as inhibitors; 0.56% of 390,000 active; AID 540317; note: potency is the fitted concentration of half-maximal effect; nearly all actives have a fitted effect of over 70% in size; inactives centre near 23
Target sequence (P83916 whole entry, looked up): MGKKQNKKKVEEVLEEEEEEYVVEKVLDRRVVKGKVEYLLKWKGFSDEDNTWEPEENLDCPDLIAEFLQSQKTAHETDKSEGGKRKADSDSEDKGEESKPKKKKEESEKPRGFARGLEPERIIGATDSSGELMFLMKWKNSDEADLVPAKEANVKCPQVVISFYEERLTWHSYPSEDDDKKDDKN
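HP1-beta protein (50 nM final) preincubated 30 min at room temperature with biotinylated H3(1-18)K9me3 peptide (50 nM) in PBS pH 7.4, 0.01% Tween-20, then compound added for 30 min. AlphaScreen streptavidin donor/nickel chelate acceptor beads (10 ug/mL final), 30 min dark, luminescence read.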
GLS inh – glutaminase GLS (human) inhibition. O94925. GLS enzymatic activity, qHTS titration. Potency, µM (top dose mostly 45.5 µM), without a hit: at the top dose activity change, negative = inhibition, usual class: inhibitors. 0.21% of 410,000 active. AID 624170; note: potency is the fitted concentration of half-maximal effect; % is set by controls: 0 for no effect and ±100 for the full control effect
Target sequence (O94925 whole entry, looked up): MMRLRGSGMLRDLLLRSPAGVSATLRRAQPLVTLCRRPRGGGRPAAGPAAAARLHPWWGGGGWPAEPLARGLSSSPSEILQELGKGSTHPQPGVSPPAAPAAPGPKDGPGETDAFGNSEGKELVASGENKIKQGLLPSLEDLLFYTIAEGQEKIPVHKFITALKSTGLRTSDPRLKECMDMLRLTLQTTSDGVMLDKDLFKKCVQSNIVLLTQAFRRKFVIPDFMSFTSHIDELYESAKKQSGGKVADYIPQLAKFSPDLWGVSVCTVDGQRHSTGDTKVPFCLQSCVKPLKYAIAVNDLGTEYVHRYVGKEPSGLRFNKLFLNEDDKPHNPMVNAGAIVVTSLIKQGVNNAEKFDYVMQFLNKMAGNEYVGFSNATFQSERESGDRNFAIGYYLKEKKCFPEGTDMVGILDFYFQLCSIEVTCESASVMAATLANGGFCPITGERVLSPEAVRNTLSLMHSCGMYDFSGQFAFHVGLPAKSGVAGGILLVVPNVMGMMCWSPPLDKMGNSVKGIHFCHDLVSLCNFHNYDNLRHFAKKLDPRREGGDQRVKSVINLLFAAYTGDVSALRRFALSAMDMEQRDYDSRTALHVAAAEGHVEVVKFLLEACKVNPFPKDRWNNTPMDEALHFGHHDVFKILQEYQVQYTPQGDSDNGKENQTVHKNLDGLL
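Glutamate formation by hKGA was monitored fluorometrically using coupled glutamate oxidase, HRP and Amplex Red. Substrate was added as 1 mM L-glutamine solution; incubation was 30 min at RT after an initial read.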
* hit, by the source's call; i = inactive; ? = inconclusive; . = no result given; [ ] = dose if it differs, or a comment. Unless noted, calls come from the whole dose curve; as a rule, active = well fitted curve in the direction sought with a large enough effect; inconclusive = small, poorly fitted or top-dose-only effect, or another doubt; inactive = no such curve, though single readings can be large; an effect the other way counts as inactive or inconclusive. This is a random part of the collection. About 11% of those tested had a hit in this group.

SMILES | PI4K2A block | PGK inhibitor | BAZ2B inh | JMJD2A Tudor inh | ERG Ets-DNA blk | Pin1 inhibitor | G9a block | HP1b binding inh | GLS inh
O=C(O)COc1ccccc1/C=N/NC(=O)CSc1nc2ccccc2c(=O)n1-c1ccccc1 | 1 | -10% | ? | -28% | 1% | -2% | -3% | 1% | 0%
Cc1nn(-c2ccccc2)c(-n2cccc2)c1C(=O)O | 2 | -7% | 4% | -8% | -13% | -1% | 20% | 38% | -16%
Cn1c(SCC(=O)N(C2CCCCC2)C2CCCCC2)nnc1-c1cccs1 | -2 | -4% | -31% | -16% | . | -11% | -25%[59 µM] | 15% | 0%
CCO[C@@H]1OC(C(N)=O)=C[C@H](c2ccc(Br)cc2)[C@H]1CCCO | 3 | 0% | -17% | -10% | -10% | 6% | 17%[59 µM] | 43%[activator] | 0%
Cc1ccc(-c2nc3ccccc3[nH]2)cc1NC(=O)COc1cccc(C)c1C | -6 | 3% | ? | -20% | ? | 11% | -8%[59 µM] | 6% | 0%
Cc1cc(NC(=O)c2ccco2)ccc1NC(=O)Cc1cccs1 | 0 | 2% | -3% | -3% | 4% | 7% | 0%[59 µM] | 38% | 16%
Cc1ccc2c(c1)C(c1ccc(F)cc1)N(C(=O)c1ccc(S(=O)(=O)N3CCCCC3)cc1)CC(=O)N2 (centres undefined) | -2 | 1% | 0% | -26% | 0% | 15% | -11%[59 µM] | 24% | 0%
S=c1[nH]nc(-c2cccc(Cl)c2)n1Cc1ccccc1 | 1 | -8% | -35% | ? | 6% | -7% | ? | 36% | -10%
CCOc1ccc(NC(=O)CCN2C(=S)NC(C)(C)CC2C)cc1 (centres undefined) | -3 | -2% | -4% | 4% | -1% | -3% | -1% | 18% | 0%
O=C(CSc1nnc(-c2ccc(Cl)cc2Cl)n1C1CCCCC1)N1CCCC1 | 3 | -10% | 6% | -19% | 4% | -3% | 15%[12.7 µM] | 21% | 6%
COCCNc1ccc(-c2nc(-c3cccc(C)c3)no2)cc1[N+](=O)[O-] | 6 | -8% | -4% | -20% | 5% | 0% | -1%[59 µM] | 8% | -10%
O=C(Nc1ccc(-c2nc3ccccc3[nH]2)cc1)c1ccc2c(c1)OCO2 | -7 | 1%[11.5 µM] | ? | -26% | . | 2% | 71µM* | -21% | -5%
Cc1nn(-c2nc(-c3ccc(F)cc3)cc(C(F)(F)F)n2)c(C)c1Cl | 3 | 14% | 27% | 42%[activator] | -3% | ? | 18%[59 µM] | 69%[activator] | 2%
OC[C@@H]1[C@@H](c2ccccc2)C(c2ccccc2)=NN1c1ccccc1 | 2 | 4% | . | 111%[activator] | 7% | 18% | 54%[activator] | 223%[activator] | 17%
CCN1C(=O)[C@H]2[C@@H](c3ccc(C)cc3)N3C(=O)N(c4cccc(C)c4)C(=O)[C@@]3(Cc3ccccc3)[C@H]2C1=O | 6 | 0% | 8%[57.1 µM] | -4% | -3% | 0% | . | 38% | -8%

Rewritten with values ahead of the structure: part of the list above.
PI4K2A block | PGK inhibitor | BAZ2B inh | JMJD2A Tudor inh | ERG Ets-DNA blk | Pin1 inhibitor | G9a block | HP1b binding inh | GLS inh | Compound
2 | -7% | 4% | -8% | -13% | -1% | 20% | 38% | -16% | Cc1nn(-c2ccccc2)c(-n2cccc2)c1C(=O)O
-2 | -4% | -31% | -16% | . | -11% | -25%[59 µM] | 15% | 0% | Cn1c(SCC(=O)N(C2CCCCC2)C2CCCCC2)nnc1-c1cccs1
3 | 0% | -17% | -10% | -10% | 6% | 17%[59 µM] | 43%[activator] | 0% | CCO[C@@H]1OC(C(N)=O)=C[C@H](c2ccc(Br)cc2)[C@H]1CCCO

The results go on.
SMILES | PI4K2A block | PGK inhibitor | BAZ2B inh | JMJD2A Tudor inh | ERG Ets-DNA blk | Pin1 inhibitor | G9a block | HP1b binding inh | GLS inh
CCN(CC)CCC(=O)N1c2ccccc2CCc2ccc(NC(=O)OC(C)C)cc21 | 0 | -7% | -25% | -9% | -8% | 1% | 0%[12.7 µM] | 32% | -1%
CCOC(=O)c1c(NC(=O)CSc2nnnn2-c2ccc3c(c2)OCO3)sc(C)c1C | 9 | . | -5% | -19% | 2% | -3% | -2% | 16% | 2%
C/C(=N/NC(=O)c1ccc(NC(=O)c2ccc(F)cc2)cc1)c1ccccc1 | -7 | -5% | -20%[57.1 µM] | 1% | -3% | 9% | 55%[activator] | 46% | 0%
COc1ccccc1NC(=O)c1ccc(NC(=O)CSc2nnnn2C)cc1 | 4 | 4% | 1% | ? | 2% | 4% | -9%[12.7 µM] | -20% | 10%
COc1ccc(CCNC(=O)C2CCCN(S(=O)(=O)N3CCCCCC3)C2)cc1OC (centres undefined) | -4 | -10% | 16%[57.1 µM] | -8% | 3% | -16% | 13% | 60%[activator] | 2%
CCOC(=O)C1CCN(C(=O)c2cc3c(OC)c(OC)c(OC)cc3[nH]2)CC1 | -3 | -8% | 4% | 0% | -16% | -8% | -9%[2.33 µM] | 20% | -13%
CCCC(O)(CCC)C(=O)NN(C(=O)CCl)c1ccccc1 | 7 | -5% | 7% | 7% | -5% | 9% | 13% | 42%[activator] | -9%
COc1ccc(NCc2nnc(SCC(=O)Nc3cc(C(F)(F)F)ccc3Cl)o2)cc1 | -6 | -9% | ? | -36% | 2% | 3% | 22%[2.33 µM] | -6% | 8%
O=C(NC12CC3CC(CC(C3)C1)C2)c1ccc(Br)o1 | -1 | 10% | -13% | -7% | -3% | 0% | 2% | 12% | 1%
C#CCN(N(C)c1ncc(C(F)(F)F)cc1Cl)S(=O)(=O)c1ccc2ccccc2c1 | -2 | -5% | 4% | ? | -11% | 0% | -4%[59 µM] | 26% | -8%
CN(C)c1ccc(C2SCCN2C(=O)c2ccc([N+](=O)[O-])cc2)cc1 (centres undefined) | -4 | 2% | 45µM* | ? | 3% | 1% | ? | ? | 29%
Cc1ccc(NC(=O)c2cccc3c(=O)c4c([nH]c23)CCCC4)c(C)c1 | -3 | i | -1% | -17% | 4% | 7% | ? | 16% | -10%
O=C(COC(=O)C(Cc1ccccc1)NC(=O)c1ccc(Cl)cc1)c1ccc(Cl)cc1 (centres undefined) | 2 | -12% | 1% | -23% | -2% | 7% | 3%[59 µM] | 19% | 12%
CCCCOc1ccc(C(=O)N(Cc2ccc(N(C)C)cc2)Cc2ccco2)cc1 | 4 | . | 10µM* | 20µM* | 1% | 18% | 11µM* | ? | -5%
CCSc1nnc(Cn2c(=O)sc3ccccc32)n1-c1ccccc1C | 3 | i | 11% | -15% | -1% | -10% | -15%[59 µM] | 48%[activator] | 2%

Next section.
The line under a structure holds: PI4K2A block	PGK inhibitor	BAZ2B inh	JMJD2A Tudor inh	ERG Ets-DNA blk	Pin1 inhibitor	G9a block	HP1b binding inh	GLS inh
> CCCCc1ccc(S(=O)(=O)NC2CCS(=O)(=O)C2)cc1 (centres undefined)
 : 2	-10%	-1%	2%	-8%	6%	.	18%	-10%
> CCn1c(SCC(=O)Nc2ccc(NC(C)=O)cc2)nc2c([nH]c3ccccc32)c1=O
 : -1	-1%	-4%	-1%	-1%	-4%	.	28%	7%
> Cc1ccc(N2CCCCn3c2nc2c3c(=O)[nH]c(=O)n2C)cc1
 : 3	i	-7%	3%	7%	-2%	7%	35%	-15%
> CC(=O)C12C3C4C(C5C1C3C5(Br)C41OCCO1)C21OCCO1 (centres undefined)
 : -2	-3%	9%	-1%	-6%	1%	0%[59 µM]	34%	-13%
> Cc1ccsc1/C=C/C1=Cc2c(sc(NC(=O)CSc3n[nH]c(N)n3)c2C#N)C(C)(C)C1
 : -25	-1%	?	?	16%	?	35µM*	-20%	4%
> COc1cccc(C2SCC(=O)N2c2ccc(C)cc2)c1OC (centres undefined)
 : 1	-2%	10%	1%	10%	-1%	29%[59 µM]	46%[activator]	-3%
> COC(=O)c1ccc(NC(=O)CN2CCCN(Cc3ccc(Cl)cc3)S2(=O)=O)cc1
 : -3	10%	-13%	-19%	0%	?	24%[59 µM]	25%	-10%
> NS(=O)(=O)c1ccc(CCNC(=O)c2cc(-c3ccccc3)nc3ccccc23)cc1
 : -5	i	-3%	9%	4%	1%	22%[59 µM]	22%	12%
> COc1ccc(S(=O)(=O)N2c3ccccc3OCC2CC(=O)O)cc1 (centres undefined)
 : -4	.	-18%	-36%	9%	-6%	0%	26%	7%
> O=C(Nc1nc2c(s1)CN(Cc1ccccc1)CC2)C1CCCC1
 : 2	i	?	-14%	-4%	3%	45µM*	15%	-16%
